GIRK2 activator: activators of NPY4-receptor-primed GIRK2 channels, summary, cell-based, HEK293, thallium flux; G protein-activated inward rectifier potassium channel 2 (Homo sapiens), P48051; 34,000 tested, under 10 active; activation (% efficacy), % for hits at 37.5 µM; HEK293 GIRK2/NPY4 cells, thallium flux fluorescence;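 active = primary screen hit, no activity in plain HEK293 cells, and in GIRK2-only cells above 5% efficacy rising with concentration; inactive = the rest, including fluorescent compounds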;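 also: efficacy is normalized control-subtracted fluorescence 15 s after thallium addition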
Target sequence (P48051 whole entry, looked up): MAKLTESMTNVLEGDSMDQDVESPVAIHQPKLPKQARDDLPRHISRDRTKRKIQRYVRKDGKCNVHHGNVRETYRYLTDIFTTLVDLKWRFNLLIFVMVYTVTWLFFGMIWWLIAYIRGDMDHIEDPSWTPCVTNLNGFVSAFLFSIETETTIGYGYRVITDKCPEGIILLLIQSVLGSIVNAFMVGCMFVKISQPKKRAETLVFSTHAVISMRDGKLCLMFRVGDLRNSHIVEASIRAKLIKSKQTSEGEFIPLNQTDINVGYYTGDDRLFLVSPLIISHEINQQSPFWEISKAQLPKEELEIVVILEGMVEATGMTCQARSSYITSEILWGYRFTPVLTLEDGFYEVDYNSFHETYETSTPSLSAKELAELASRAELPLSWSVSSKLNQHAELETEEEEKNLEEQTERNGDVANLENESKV
Calls only; i = inactive.

SMILES | GIRK2 activator
Cc1cc(S(=O)(=O)NCC(O)c2ccc(C(F)(F)F)cc2)ccc1F (configuration not stated) | i
CCSc1ccccc1C(=O)Nc1ccc(CC(=O)N(C)C)cc1 | i
O=C(NCc1ccc2c(c1)OCO2)C(=O)NCC1(O)CCOCC1 | i
CC(O)(CNC(=O)c1ccsc1)C1CC1 (configuration not stated) | i
Cc1ccc(N2CC(C(=O)NCCC(O)C3CC3)CC2=O)cc1C (configuration not stated) | i
Cc1cc(NC(=O)C2CCN(C(=O)CCSc3ccccc3)CC2)no1 | i
COc1ccc(CNC(=O)C(=O)Nc2cc3c4c(c2)CCC(=O)N4CCC3)cc1 | i
O=C(Cn1nc(S(=O)(=O)c2ccccc2)ccc1=O)Nc1ccc(Cl)cc1 | i
O=C1CCc2cc(S(=O)(=O)N3CCCCC3)cc3c2N1CCC3 | i
Cn1c(=O)[nH]c(=O)c2c1nc(SCCO)n2CCCOc1ccccc1 | i
O=C(/C=C/c1ccccc1)N1CCC2(CC1)NC(=O)N(Cc1ccccc1)C2=O | i
COCCN1CCC(CNS(=O)(=O)c2c(C)cc(C)cc2C)CC1 | i
CCC(=O)c1ccc(OCC(O)CN2CCOCC2)cc1 (configuration not stated) | i
COc1ccc(-c2noc(CSc3nc4ccsc4c(=O)n3Cc3cccc(OC)c3)n2)cc1 | i
NC(=O)Cc1ccc(NC(=O)COc2ccc(Cl)cc2)cc1 | i
Cc1cc(C)n(-c2cc(N3CCCC(C(=O)Nc4cc(C)on4)C3)ncn2)n1 (configuration not stated) | i
CCOc1ccc(NC(=O)c2ccc(=O)[nH]n2)cc1 | i
O=C(Cc1cccs1)N1CCC(c2nnc(-c3ccco3)s2)CC1 | i
O=C(CCCc1ccccc1)NCC#CCN1CCc2ccccc2C1 | i
CN1CCN(C(C#N)c2ccc3c(c2)CCN3C)CC1 (configuration not stated) | i
CC(=O)c1ccc(NC(=O)CN2CCN(c3ncnc4c3nnn4C)CC2)cc1 | i
OC(COc1ccccc1-c1ccccc1)CN1CCN(Cc2ccccc2)CC1 (configuration not stated) | i
CCOC(=O)C(C)Sc1nnc(-c2cn(C)nc2OC)n1C (configuration not stated) | i
CC(C)(C)NC(=O)N1CCC(CNC(=O)c2cnccn2)CC1 | i
CCOc1cc(C(=O)Nc2ccc3c(c2)CCC(=O)N3CC(C)C)cc(OCC)c1OCC | i

Later entries:
SMILES | GIRK2 activator
CN(C)S(=O)(=O)N1CCN(Cc2nnnn2-c2ccc(F)cc2)CC1 | i
COc1ccccc1NC(=O)N1CCN(c2ccc3nnc(-c4ccco4)n3n2)CC1 | i
COCC(C)(O)CNC(=O)c1ccc(F)c(F)c1 (configuration not stated) | i
O=C(Cc1csc(NC(=O)C2CCC(=O)N2)n1)NCCC1=CCCCC1 (configuration not stated) | i
Cc1ccc(Cn2nnc3c(SCC(=O)NCC4CCCO4)ncnc32)cc1 (configuration not stated) | i
O=C(NC(=S)Nc1ncccn1)c1ccccc1Cl | i
O=C(NC1CCN(Cc2ccccc2)CC1)c1ccc(-n2cccn2)nc1 | i
COc1ccc(Cl)cc1NC(=O)Cn1c(C2CC2)nc2c(cnn2-c2ccccc2)c1=O | i
COc1ccc(CNC(=O)CN2C(=O)N(c3ccc(C)cc3C)S(=O)(=O)c3ccccc32)cc1 | i
COc1ccc(C2(C#N)CCOCC2)cc1 | i
CS(=O)(=O)N1CCCC1C(=O)Nc1nc(-c2cc(Cl)sc2Cl)cs1 (configuration not stated) | i
COc1ccc2nc(N3CCN(C(=O)CN(C)S(C)(=O)=O)CC3)sc2c1 | i
Cc1ccc(Cc2nnc(NC(=O)Cc3ccccc3Cl)o2)c(C)c1 | i
O=C(c1ccco1)N1CCN(CCn2ccnc2)CC1 | i
Cc1ccnc(Oc2ccc(C(=O)Nc3ccc(F)c(F)c3)cc2)n1 | i
COc1ccc(Cl)c2sc(N(CC3CCCO3)C(=O)c3ccn(C)n3)nc12 (configuration not stated) | i
CCOC(=O)N1CCN(C(=O)CSc2c(CC)cnc3c2c(=O)n(C)c(=O)n3C)CC1 | i
Cc1cc(C)n(-c2ccc(=O)n(CCNC(=O)C(C)Oc3ccccc3F)n2)n1 (configuration not stated) | i
Cn1nc(-c2cccc(NC(=O)C(c3ccccc3)c3ccccc3)c2)ccc1=O | i
O=C(Nc1cccc2nsnc12)C1CCCN(c2ccc(-n3cccn3)nn2)C1 (configuration not stated) | i
Cc1nc(-c2cccc(NC(=O)Cc3csc(Nc4ccc(Cl)cn4)n3)c2)cs1 | i
O=C(Nc1ccccc1C(F)(F)F)C1CN(C(=O)c2cccs2)C1 | i
O=C(Nc1ccc(Nc2cc(-n3ccnc3)ncn2)cc1)Nc1ccccc1F | i
C=CCOCC(O)CN1CCN(CCO)CC1 (configuration not stated) | i
CCc1ccc(NC(=O)Cn2cc(OC)c(=O)cc2CSc2nc(C)cc(C)n2)cc1 | i

Remaining list, next part.
SMILES | GIRK2 activator
O=C(c1ccc(N2C(=O)C3CCCCC3C2=O)cc1)N1CCN(c2cccc(Cl)c2)CC1 (configuration not stated) | i
Cc1cccc(CS(=O)(=O)NCC(C)(O)C2CC2)c1 (configuration not stated) | i
Cc1cc(-c2nnc(NC(=O)C3CCN(S(=O)(=O)c4ccc(F)cc4)CC3)o2)nn1C | i
COc1ccccc1NC(=O)Cn1c(C2CC2)nc2c(cnn2-c2ccccc2)c1=O | i
O=C(CCCS(=O)(=O)c1ccc(Cl)cc1)Nc1nnc(-c2ccc(Br)s2)o1 | i
O=c1[nH]nc(SCc2nc(-c3ccccc3Cl)no2)n2nc(-c3cccs3)cc12 | i
COc1ccc(SCCC(=O)Nc2nc3ccccc3s2)cc1 | i
O=C(NCCOc1ccc2nnc(-c3ccccc3)n2n1)Nc1ccccc1 | i
O=C(Cn1cnc(-c2ccccc2)cc1=O)NC(c1ccccc1)c1ccccc1 | i
Cc1noc(C)c1S(=O)(=O)Nc1cc2c3c(c1)CC(=O)N3CCC2 | i
Cc1cccc(OCC(O)CN(c2c(C)cc(C)cc2C)S(C)(=O)=O)c1 (configuration not stated) | i
O=C(Cc1cc(-c2cc3ccccc3o2)on1)Nc1ccc2c(c1)OCO2 | i
Cc1cc(C)cc(C(=O)N2CCN(c3nccn3-c3ccccc3F)CC2)c1 | i
COc1ccc(S(=O)(=O)c2cc3cccc(OC)c3oc2=O)cc1 | i
O=C(NCC1(O)CCCC1)Nc1c(F)cccc1F | i
O=C(Cc1ccc(NC(=O)NC2CC2)cc1)NCC(F)(F)F | i
Cc1cnn(C)c1C(=O)Nc1nc2c(Cl)ccc(Cl)c2s1 | i
CCc1ccc(S(=O)(=O)Nc2cccc(-c3ccc(=O)n(C)n3)c2)s1 | i
Cc1nccn1-c1ccc(N2CCCC(C(=O)NCc3ccc(F)cc3)C2)nn1 (configuration not stated) | i
O=C(COc1ccc2c(c1)OCO2)NCCCn1nc(-c2ccc(Cl)cc2)ccc1=O | i
O=C(NCc1ccco1)C1CCCN(C(=O)NC2CC2)C1 (configuration not stated) | i
CCOCC(=O)NCCc1ccsc1 | i
O=C(Cc1ccc(F)cc1)Nc1ccc(CC(=O)N2CCOCC2)cc1 | i
COc1ccc(Cl)cc1NS(=O)(=O)c1ccc(N2C(=O)CCS2(=O)=O)cc1 | i
COc1ccc(Cl)cc1C(=O)NCC(O)(c1cccs1)C1CC1 (configuration not stated) | i

The list goes on:
SMILES | GIRK2 activator
COc1ccc(CNC(=O)Cn2ccc3ccn(Cc4ccccc4C)c3c2=O)cc1 | i
CC(C)c1cc(=O)n(CC(=O)NCCC(c2ccccc2)c2ccccc2)cn1 | i
COCCN1CCC(NC(=O)c2ccccn2)CC1 | i
CSc1cccc(NC(=O)C(=O)NCC2CCN(C(C)C)CC2)c1 | i
O=c1ccc(-c2ccncc2)nn1CCNS(=O)(=O)c1cccs1 | i
Cc1nn(C2CCS(=O)(=O)C2)c(C)c1CC(=O)Nc1nc(-c2ccco2)cs1 (configuration not stated) | i
Cc1cc(C)c(C(=O)NCCCN2CCOC(c3ccccc3)C2)c(C)c1 (configuration not stated) | i
COc1ccc2sc(N(CCCN3CCOCC3)C(=O)c3ccnn3C)nc2c1 | i
COc1cc(NC(=O)C2(c3ccccc3)CCOCC2)c2ncccc2c1 | i
CS(=O)(=O)N1CCCc2ccc(NC(=O)NC(c3ccccc3)c3ccccc3)cc21 | i
Cc1ccc(-n2ccnc2N2CCN(CC(=O)Nc3ccc4c(c3)OCO4)CC2)cc1 | i
COCCNC(=O)c1ccc(N2CCCCS2(=O)=O)cc1 | i
CCOc1ccc2c(c1)sc(=NC(=O)c1ccnn1C)n2CCOC | i
CCOC(=O)N1CCN(C(=O)c2ccc(N3C(=O)C4CCCCC4C3=O)cc2)CC1 (configuration not stated) | i
COc1ccc(NC(=O)c2cccc3ccccc23)cc1N1CCCCC1=O | i
Cc1nccn1-c1cc(NCCNS(=O)(=O)c2ccccc2Cl)ncn1 | i
O=C(CCc1ccccc1)Nc1nnc(-c2ccc(Br)s2)o1 | i
Cc1cc(C(=O)Nc2nnc(-c3ccc4c(c3)CCCC4)o2)on1 | i
COc1ccc(C)cc1S(=O)(=O)Nc1ccc2c(c1)N(C(=O)C1CCCC1)CC2 | i
O=C(CSc1nc2c(c(=O)[nH]1)CN(Cc1ccc3c(c1)OCO3)CC2)Nc1cccc(Cl)c1 | i
CCOc1ccccc1NC(=O)C1CC(=O)N(c2ccccc2OCC)C1 (configuration not stated) | i
COc1cccc(NC(=O)NCC(O)(c2ccco2)C2CC2)c1OC (configuration not stated) | i
C=CCNC(=O)C(=O)Nc1ccccc1SC | i
COc1cccc(CNC(=O)C(=O)NCC2CCN(c3ccccn3)CC2)c1 | i
Cc1nnc(C2CCN(CC(=O)N3CCc4ccccc43)CC2)s1 | i

Gathered by group, the compounds so far with an NH in an aromatic ring.
SMILES | GIRK2 activator
Cn1c(=O)[nH]c(=O)c2c1nc(SCCO)n2CCCOc1ccccc1 | i
CCOc1ccc(NC(=O)c2ccc(=O)[nH]n2)cc1 | i
O=c1[nH]nc(SCc2nc(-c3ccccc3Cl)no2)n2nc(-c3cccs3)cc12 | i
O=C(CSc1nc2c(c(=O)[nH]1)CN(Cc1ccc3c(c1)OCO3)CC2)Nc1cccc(Cl)c1 | i

The listing continues:
SMILES | GIRK2 activator
CCOC(=O)c1c(SCC(=O)Nc2ccccc2OC)nc(=O)[nH]c1C | i
O=C(NCCOc1ccc(-c2ccc(F)cc2)nn1)Nc1ccc(Cl)cc1 | i
O=C(NCCC(c1ccccc1)c1ccccc1)C(=O)Nc1ccc(F)c([N+](=O)[O-])c1 | i
CCOC(=O)Cn1c(C2CC(=O)N(c3ccccc3F)C2)nc2ccccc21 (configuration not stated) | i
Cc1ccc(NC(=O)C(=O)NCCCN2CCN(c3ccccc3)CC2)cc1 | i
COc1cc(OC)cc(-c2noc(Cn3ccn4nc(-c5ccc(C)cc5)cc4c3=O)n2)c1 | i
Cc1noc(CNC(=O)c2cc(Br)ccc2Cl)n1 | i
O=C(NCC(=O)N1CCOC(c2ccccc2)C1)c1cccs1 (configuration not stated) | i
CCn1nnc2c(NCC(OC)OC)ncnc21 | i
COc1ccccc1NC(=O)C1C(C)Nc2ncnn2C1c1ccc(SC)cc1 (configuration not stated) | i
COc1ccc(NC(=O)Cn2cc(OC)c(=O)cc2CSc2ccc(Cl)cc2)c(OC)c1 | i
Cc1ccnc(NC(=O)C2CCCN(c3cc(-n4cccn4)ncn3)C2)c1 (configuration not stated) | i
CC1Cc2cc(-c3cc(CC(=O)N4CCC(C(N)=O)CC4)no3)ccc2O1 (configuration not stated) | i
CS(=O)(=O)N1CCCC1C(=O)Nc1cccc(-c2nc3ccccc3o2)c1 (configuration not stated) | i
Cc1ccc(S(=O)(=O)CCCC(=O)Nc2cc(C)no2)cc1 | i
COc1ccc(/C=C/C(=O)NCCNc2cc(-n3ccnc3C)nc(C)n2)cc1OC | i
O=C(CN1CCN(c2nccn2-c2cccc(Cl)c2)CC1)NCc1ccccc1 | i
CC1CCC(C(C)C)C(OCC(O)CN2CCOCC2)C1 (configuration not stated) | i
CCn1nc(C)cc1C(=O)N(CCCN(C)C)c1nc2c(C)c(C)ccc2s1 | i
COCCn1c(=S)[nH]c2cc(C(=O)N3CCN(c4ccccc4)CC3)ccc2c1=O | i
C=CCOc1cccc(C2C(=C(O)c3ccc(F)cc3)C(=O)C(=O)N2CCCN(C)C)c1 (configuration not stated) | i
COc1ccc(NC(=O)c2csc(NS(=O)(=O)c3ccc(OC)cc3)n2)cc1 | i
O=C(Nc1ccccc1NC(=O)c1ccno1)c1ccccn1 | i
COc1ccccc1C1(CNS(=O)(=O)Cc2cccc(F)c2)CCOCC1 | i
O=C(CSc1nc(=O)n(CC2CCCO2)c2c1CCCC2)NCc1ccc2c(c1)OCO2 (configuration not stated) | i
O=C(NCCCN1CCCC1=O)C(=O)Nc1ccc2c(c1)OCCO2 | i

Entries from the list above containing two or more sulfur atoms (13):
SMILES | GIRK2 activator
COc1ccc(-c2noc(CSc3nc4ccsc4c(=O)n3Cc3cccc(OC)c3)n2)cc1 | i
O=C(Cc1cccs1)N1CCC(c2nnc(-c3ccco3)s2)CC1 | i
CS(=O)(=O)N1CCCC1C(=O)Nc1nc(-c2cc(Cl)sc2Cl)cs1 (configuration not stated) | i
COc1ccc2nc(N3CCN(C(=O)CN(C)S(C)(=O)=O)CC3)sc2c1 | i
Cc1nc(-c2cccc(NC(=O)Cc3csc(Nc4ccc(Cl)cn4)n3)c2)cs1 | i
O=C(CCCS(=O)(=O)c1ccc(Cl)cc1)Nc1nnc(-c2ccc(Br)s2)o1 | i
O=c1[nH]nc(SCc2nc(-c3ccccc3Cl)no2)n2nc(-c3cccs3)cc12 | i
COc1ccc(SCCC(=O)Nc2nc3ccccc3s2)cc1 | i
CCc1ccc(S(=O)(=O)Nc2cccc(-c3ccc(=O)n(C)n3)c2)s1 | i
COc1ccc(Cl)cc1NS(=O)(=O)c1ccc(N2C(=O)CCS2(=O)=O)cc1 | i
O=c1ccc(-c2ccncc2)nn1CCNS(=O)(=O)c1cccs1 | i
Cc1nn(C2CCS(=O)(=O)C2)c(C)c1CC(=O)Nc1nc(-c2ccco2)cs1 (configuration not stated) | i
COc1ccc(NC(=O)c2csc(NS(=O)(=O)c3ccc(OC)cc3)n2)cc1 | i

A portion of the library; count on the stated rates, not on these rows.
